MITF inh – inhibitors of human MITF; O75030; AlphaScreen MITF homodimerization, bead proximity signal; inhibition, % at 2.6 µM; actives 0.91% (n = 650,000); in the data active = inhibition above about 50%;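 note: 0% = vehicle wells with protein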
Target sequence (O75030 whole entry, looked up): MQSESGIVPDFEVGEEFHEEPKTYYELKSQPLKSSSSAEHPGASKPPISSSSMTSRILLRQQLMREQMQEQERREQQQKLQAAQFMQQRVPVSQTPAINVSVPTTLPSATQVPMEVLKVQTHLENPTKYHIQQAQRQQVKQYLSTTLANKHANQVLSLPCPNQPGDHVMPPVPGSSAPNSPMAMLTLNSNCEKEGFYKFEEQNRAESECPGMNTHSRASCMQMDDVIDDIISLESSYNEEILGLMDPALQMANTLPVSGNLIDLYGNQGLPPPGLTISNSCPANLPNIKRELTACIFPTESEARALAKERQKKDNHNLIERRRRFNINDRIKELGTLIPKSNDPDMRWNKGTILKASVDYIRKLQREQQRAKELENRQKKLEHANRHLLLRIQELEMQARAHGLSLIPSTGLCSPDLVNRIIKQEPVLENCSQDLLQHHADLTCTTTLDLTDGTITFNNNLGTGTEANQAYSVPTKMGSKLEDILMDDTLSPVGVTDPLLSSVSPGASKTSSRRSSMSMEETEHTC
FBW7 act – activators of human E3 ligase FBW7; Q969H0; AlphaScreen FBW7–phospho-cyclin E peptide binding, activator screen; normalized activity (activation), % at 26.1 µM; actives 0.13% (n = 650,000); AID 1259310; in the data active = normalized activity above about 1.9%;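 note: purified mutant Fbw7 with reduced substrate affinity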
GPR151 activ – activates the human receptor GPR151. AID 1508602. activation, % at 11.2 µM. actives 1% (n = 650,000). PathHunter beta-arrestin GPR151 cells, luminescence. Q8TDV0; in the data active = activation above about 4.9%;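 note: 0% = median of compound wells and 100% = cells with positive control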
Target sequence (Q8TDV0 whole entry, looked up): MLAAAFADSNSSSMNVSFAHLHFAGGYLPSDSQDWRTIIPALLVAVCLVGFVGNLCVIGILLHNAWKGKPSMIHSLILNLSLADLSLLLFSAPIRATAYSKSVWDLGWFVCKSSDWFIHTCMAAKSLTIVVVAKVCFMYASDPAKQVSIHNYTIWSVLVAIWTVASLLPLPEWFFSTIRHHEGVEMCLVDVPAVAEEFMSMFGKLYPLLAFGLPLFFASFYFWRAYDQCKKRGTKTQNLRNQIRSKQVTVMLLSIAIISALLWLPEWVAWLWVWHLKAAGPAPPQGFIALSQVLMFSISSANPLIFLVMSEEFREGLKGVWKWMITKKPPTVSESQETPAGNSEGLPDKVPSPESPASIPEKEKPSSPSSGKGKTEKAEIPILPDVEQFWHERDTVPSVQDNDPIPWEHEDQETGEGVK
TEAD-YAP inh – TEAD-YAP interaction inhibition; inhibition, % at 9.12 µM; actives 1.4% (n = 640,000); HEK-TIYL cells, TEAD-Gal4/YAP UAS-luciferase luminescence; in the data active = inhibition above about 32%;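 note: 0% = median of test compound wells and 100% = reference inhibitor wells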
The depositor's hits bear a star; . = not tested or not shown.

smiles	TEAD-YAP inh	MITF inh	FBW7 act	GPR151 activ
COc1cc(CN2CCN(Cc3ccc(C)o3)C(CCO)C2)ccc1F (configuration not stated)	6	-7	0.2	-1.3
Cc1nc(NC(=O)c2sc3nc4c(C)ccc(C)c4cc3c2N)sc1C	4	9	0.1	-1.1
Cc1ccc(NC(=O)c2cc3c(=O)n4cccc(C)c4nc3n2C)cc1Cl	-3	6	-0.1	-1.0
CCOCCNC(=O)CSc1ccc(-c2ccc(OC)cc2)nn1	-15	11	0.1	-2.4
COc1cc(C(=O)N2CCN(C3CC4CCC3C4)CC2)cc(OC)c1OC (configuration not stated)	-5	40	-0.1	-0.5
CCCS(=O)(=O)N1CC(=O)N(c2cc(C)ccc2C)C(C)(C(=O)NC2CCCCC2)C1 (configuration not stated)	-6	16	0.2	-0.9
Cn1c(=O)c2nc(NCCN)cnc2n(C)c1=O	8	7	0.3	0.6
Cc1cc(=O)c2ccc3c(C)c(C)[nH]c3c2[nH]1	4	2	-0.1	-0.2
O=C(CN1C(=O)c2ccc([N+](=O)[O-])cc2C1=O)Nc1ccc(Cl)cc1[N+](=O)[O-]	5	-7	-0.1	0.6
COc1cc(NC(=S)N2CCCCC2CO)cc(OC)c1 (configuration not stated)	1	13	-0.2	-0.3
O=C1CCC(CCC(=O)N2CCCN(Cc3ccc(F)cc3)CC2)(Cc2cccs2)N1 (configuration not stated)	-5	6	0.1	-0.3
CCOC(=O)C1=C(N)OC2=C(C(=O)CC(c3ccccc3)C2)C1c1ccc([N+](=O)[O-])cc1 (configuration not stated)	8	-8	0.1	0.2
CCOC(=O)c1c(NC(=O)CSc2nnc(CNC(=O)c3ccco3)n2CCc2ccccc2)sc2c1CCCC2	-5	-9	-0.1	-0.7
COCCn1c(SCC(=O)Nc2ccc(C(C)=O)cc2)nc2cccnc21	2	24	0.1	-1.1
O=C(NCc1n[nH]c(=S)n1-c1ccccc1)c1ccco1	5	0	0.0	-0.2
CCN1CCN(C2=NC(=O)/C(=C/c3ccccc3O)S2)CC1	6	14	0.1	1.7
O=c1c2ccc(Cl)cc2[nH]c(=S)n1Cc1ccccc1Cl	-7	-4	0.0	0.7
CC1(C)CC(=O)C2=C(C1)OC(N)=C(C#N)C2c1ccc(OCC(N)=O)cc1 (configuration not stated)	4	6	-0.1	1.3
C/C(N)=C(/C#N)C(=O)CSc1nc2ccccc2c(=O)n1-c1ccc(C)cc1	16	-3	-0.1	-1.3
CC(C)(C)c1ccc(OCCC(=O)Nc2cccc(C#N)c2)cc1	0	7	0.3	-3.1
CC1CCN(Cc2c(O)ccc3c(=O)c(-c4ccccc4)coc23)CC1	3	8	0.0	2.5
CCOC(=O)CCc1c(C)c2ccc(OC(C)=O)cc2oc1=O	5	10	0.2	-0.6
COc1ccc2cc3cc(C(=O)NCc4ccco4)oc3nc2c1	-12	3	-0.1	-5.7
COc1ccc(/C=C2\C(=O)NC(=O)N(C(C)(C)C)C2=O)cc1O	13	-1	-0.3	-1.3
CN(C/C(O)=C(\C#N)c1ccccc1)C1CCCCC1	-5	-5	0.0	-0.9
N/C(=N\O)c1cccc(NC(=O)C2CC2)c1	6	-12	0.1	-1.4
CCOC(=O)C1=C(c2ccccc2)N=c2s/c(=C\c3cn(Cc4cccc5ccccc45)c4ccccc34)c(=O)n2C1c1cccs1 (configuration not stated)	0	1	0.1	0.3
CCCCCn1c(SCc2ccncc2)nc2cc(C(=O)NCc3ccco3)ccc2c1=O	3	6	-0.2	-0.9
Cc1cccc(-n2nnnc2SCC(=O)NC(C)(C#N)C(C)C)c1 (configuration not stated)	7	2	-0.1	2.7
CCNC(=O)CSc1nc2ccccc2[nH]1	5	-1	0.5	2.7

Following part
smiles	TEAD-YAP inh	MITF inh	FBW7 act	GPR151 activ
O=C(COc1ccc2ccccc2c1)N/N=C/c1cccc([N+](=O)[O-])c1	-2	4	0.0	1.2
Cc1cc(C)c(C#N)c(SC/C=C/c2ccccc2)n1	-2	4	0.2	7.0*
CSc1ccc(CCNC(=O)Cn2c3ccccc3c3nc(=O)cc(C)n32)cc1	-1	3	0.3	0.2
COc1ccc2[nH]c(CNC(=O)Cn3cc(NC(=O)c4ccccn4)cn3)cc2c1	-2	-5	-0.3	2.6
COc1ccc(C2=NC(c3ccc(Cl)cc3Cl)NC(c3cccc(OC)c3O)C2)cc1 (configuration not stated)	-69	-4	0.1	-2.0
Cc1cccc(Nc2ccc(NCCNC(=O)/C=C/c3ccccc3)nn2)n1	7	11	-0.2	3.7
CCc1c(C)nc(N)n2c(SCC(=O)Nc3ccc(N4CCCC4)cc3)nnc12	24	6	-0.2	1.4
CCNc1nc(NC(C)(C)C)nc(SCC(N)=O)n1	4	2	-0.1	1.0
Cn1c(SCc2ccccc2)nc(N)cc1=O	7	26	0.4	-0.2
COc1cc2c(C#N)c(N3CCNCC3)nc(N)c2c(N)n1	1	0	0.0	0.5
COc1ccc(NC(=O)c2cc(C)no2)cc1	-18	-1	1.0	-1.7
O=C1CCCC(=O)N1CCS(=O)(=O)N1CCN(Cc2ccccc2)CC1	-5	-7	-0.1	0.7
CCOC(=O)c1ccc(N2N=C(C)/C(=C/c3ccc(OC(=O)CC)c(OC)c3)C2=O)cc1	-12	-4	0.1	1.4
OCC1O[C@H](O)C(Cl)C(O)C1O (some centres not stated)	3	21	0.0	-0.1
COc1ccc(CCNC(=O)c2cc(NCc3cccnc3)nc3ccccc23)cc1	-5	20	0.1	-1.5
COc1ccc(C(=O)COc2ccccc2N2C(=O)C3CC=CCC3C2=O)cc1 (configuration not stated)	0	4	-0.1	0.7
Cc1ccccc1NC(=O)CSC1=C(C#N)C(c2ccccc2C)CC(=O)N1 (configuration not stated)	-1	12	0.1	0.9
CCOC(=O)c1cnc(SCC(=O)Nc2cc(C(=O)OC)ccc2C(=O)OC)nc1N	0	21	0.1	-1.7
CCOc1cccc(C(=O)Nc2cccc(-c3nc4cc(C)ccc4o3)c2)c1	-3	-8	0.0	1.6
CCOc1ccc(Nc2ncnc3c2c(-c2ccccc2)cn3-c2ccc(Br)cc2)cc1	8	9	-0.1	-1.1
O=C(NCCN1CCN(c2ccccc2)CC1)C1CC1	4	27	0.7	-1.7
Cn1nnnc1SCC1=C(C(=O)O)N2C(=O)[C@@H](NC(=O)[C@H](O)c3ccccc3)[C@H]2SC1	.	15	0.0	0.4
COC(=O)C1=C(N)Oc2cc(C)[nH]c(=O)c2C1c1ccc(OC)c(OC)c1 (configuration not stated)	8	11	-0.2	-0.4
CC(C(=O)Nc1sc2c(c1C#N)CCCCC2)N1C(=O)c2ccccc2C1=O (configuration not stated)	9	1	0.1	-1.2
N#Cc1ccc(OCC(=O)NNC(=O)c2ccc(Br)cc2)cc1	5	1	-0.3	1.3
COc1cc(NS(=O)(=O)c2ccc(Nc3nc(-c4cccnc4)cs3)cc2)nc(OC)n1	-4	14	0.8	1.0
COc1ccccc1Cn1c(=S)[nH]c2cc(C(=O)NCc3ccccc3Cl)ccc2c1=O	7	12	0.0	0.5
CC(C)NC(=O)[C@@H]1C[C@@H](NCc2ccc(F)cc2)CN1Cc1ccccc1Cl	-1	14	0.1	-1.5
COc1ccc(OCC(=O)N/N=C/c2ccc(O)c(OC)c2)cc1	11	3	0.0	2.6
Cc1ccc2c(c1)NC(=O)/C(=C/c1ccc(F)cc1)O2	-8	0	0.1	-0.5

More compounds:
smiles	TEAD-YAP inh	MITF inh	FBW7 act	GPR151 activ
Cc1cc(C)nc(SCC(=O)N/N=C/c2cccc(C(F)(F)F)c2)n1	-4	-11	0.0	4.6
COc1cccc(OC)c1C(=O)Nc1cc(F)cc(F)c1	-4	7	-0.1	1.8
O=C(CN(CC1CCCO1)C(=O)CCC(=O)Nc1nccs1)NCCc1ccccc1 (configuration not stated)	2	3	0.0	2.0
CC1CCN(c2nc3nonc3nc2Nc2ccc3c(c2)OCO3)CC1	5	7	0.1	3.4
CCOC(=O)c1c(NC(=O)Cc2ccc(OC)c(OC)c2)sc2c1CCCC2	-4	-1	-0.2	0.2
C=CCn1c(SCC(=O)Nc2sc3c(c2C(=O)OCC)CCC3)nc2sc3c(c2c1=O)CCC(C)C3 (configuration not stated)	-14	3	0.1	3.0
COc1ccc(-n2c(SCC(=O)NC(C)(C)C)nnc2-c2ccccn2)cc1	0	22	0.2	-0.7
COc1ccc(Nc2cc(C(=O)NCCCN3CCOCC3)c3ccccc3n2)cc1	14	0	-0.1	0.0
CCc1ccc(N2C(=O)NC(=O)/C(=C/c3ccc(Br)o3)C2=O)cc1	7	47	-0.2	1.3
O=C(NCCCc1ccncc1)C1CC12CCN(C(=O)c1ccccc1C(F)(F)F)CC2 (configuration not stated)	-6	-3	-0.1	1.5
Cc1ccc(C(O)CNC(=O)NCc2ccc(F)cc2)o1 (configuration not stated)	-1	2	-0.1	-0.8
O=C(O)c1ccc(N=Cc2ccc([N+](=O)[O-])s2)cc1	-1	0	-0.1	3.0
CC(C)[C@@H](Cn1nc(C2CC2)ccc1=O)NC(=O)c1csc2c1CCCC2	4	4	0.5	-0.3
CCOc1ccc2[nH]c(=O)c(CN(CCO)C(=O)c3ccc(F)cc3)cc2c1	-4	-8	0.1	1.3
CCN1C(=O)c2cccc3c(S(=O)(=O)Nc4ccc(C)cc4)ccc1c23	0	-15	0.0	0.9
Cc1ccc(C)c(CSCC2Nc3ccc(C(=O)NCCCN4CCOCC4)cc3NC2=O)c1 (configuration not stated)	3	0	-0.1	-0.4
CCOC(=O)CSc1ccc(C(=O)N2CCOCC2)cc1[N+](=O)[O-]	5	6	-0.1	0.7
Cc1cc2c(cc1C)NC(CC(=O)Nc1cccc([N+](=O)[O-])c1)C(=O)N2 (configuration not stated)	-5	1	0.1	0.8
O=[N+]([O-])c1cc(Cl)ccc1Oc1ccccc1	-4	11	0.0	0.6
COc1ccc2oc(=O)c(C(=O)NNC(=O)c3ccc(Br)cc3)cc2c1	3	-8	0.0	2.4
COc1nn(C)cc1C(=O)Nc1ccc(C(=O)NCCN2CCOCC2)cc1	8	1	-0.1	0.7
CCC(=O)NC(=S)Nc1ccccc1[N+](=O)[O-]	-3	-12	-0.1	2.9
Cc1ccc(N2CCN(C(=O)Cc3noc4ccccc34)CC2)c(C)c1	-19	6	-0.4	-0.4
CO[C@@H]1C[C@@H](C)SC(SC)=N1	5	16	0.0	3.9
CC(C)OC(=O)c1cccc(C(=O)Nc2ccc(I)cc2)n1	-58	4	0.0	0.4
CCC(CC)COC(=O)C1=C(C)NC(=O)CC1c1ccccc1[N+](=O)[O-] (configuration not stated)	2	12	-0.2	0.2
Cc1cnc(NC(=O)c2ccc3c(c2)C(=O)N(Cc2ccco2)C3=O)s1	13	18	0.3	-0.4
Cc1cc(N2CCN(CC(O)C(F)(F)F)CC2)c2ccccc2n1 (configuration not stated)	4	5	0.0	-1.0
Cc1ccc(S(=O)(=O)N2Cc3ccccc3CC2C(=O)Nc2ccc(C#N)cc2)cc1 (configuration not stated)	4	9	0.0	0.9
CCCn1cnc2sc(C(=O)N3CCC4(CC3)OCCO4)c(C)c2c1=O	3	19	0.3	-1.1

Reprinted at random: three entries already listed
smiles	TEAD-YAP inh	MITF inh	FBW7 act	GPR151 activ
COc1cc(NC(=S)N2CCCCC2CO)cc(OC)c1 (configuration not stated)	1	13	-0.2	-0.3
CCOC(=O)C1=C(N)OC2=C(C(=O)CC(c3ccccc3)C2)C1c1ccc([N+](=O)[O-])cc1 (configuration not stated)	8	-8	0.1	0.2
O=C1CCCC(=O)N1CCS(=O)(=O)N1CCN(Cc2ccccc2)CC1	-5	-7	-0.1	0.7

Continued:
smiles	TEAD-YAP inh	MITF inh	FBW7 act	GPR151 activ
CC1=C(C(=O)Nc2ccc(Br)cn2)C(c2cc([N+](=O)[O-])ccc2Cl)C2=C(CC(C)(C)CC2=O)N1 (configuration not stated)	0	6	-0.1	0.9
FC(F)(F)c1ccc(Cn2cnc3c(NCc4nc5ccccc5[nH]4)nc(NCc4cccnc4)nc32)cc1	-7	5	-0.1	-1.3
COc1nc(NC2CC2)nc(-c2cccc(C(C)=O)c2)n1	-13	7	0.0	1.0
COC(=O)c1c(NC(=O)/C(C#N)=C/c2cc(Br)ccc2O)sc(C)c1C	-9	-5	0.0	-0.2
Cc1cc(C)n(-c2cc(Cl)nc(C)n2)n1	6	14	0.0	0.3
NC(=O)C1CCN(C(=O)c2ccc3c(=O)n(-c4ccccc4)c(SCc4ccc(Cl)cc4)nc3c2)CC1	24	-10	-0.1	0.0

One compound at a time, from the list above.
`COC(=O)c1c(NC(=O)/C(C#N)=C/c2cc(Br)ccc2O)sc(C)c1C` across the screens: TEAD-YAP inh = -9; MITF inh = -5; FBW7 act = 0.0; GPR151 activ = -0.2
`COc1nc(NC2CC2)nc(-c2cccc(C(C)=O)c2)n1` across the screens: TEAD-YAP inh = -13; MITF inh = 7; FBW7 act = 0.0; GPR151 activ = 1.0
`NC(=O)C1CCN(C(=O)c2ccc3c(=O)n(-c4ccccc4)c(SCc4ccc(Cl)cc4)nc3c2)CC1` across the screens: TEAD-YAP inh = 24; MITF inh = -10; FBW7 act = -0.1; GPR151 activ = 0.0
